# Screening results deposited in PubChem BioAssay by National Center for Advancing Translational Sciences (NCATS).
# D1 potentiator: Potentiators of Human D1 Dopamine Receptor: qHTS | D(1A) dopamine receptor (Homo sapiens), P21728 | HEK293 TREx D1 cells, calcium flux, dopamine EC20 potentiation | potentiation, % at 10 µM | 360,000 tested, 0.036% active; in the data active = potentiation above about 30%; also: 0% is about no effect
# Target sequence (P21728 whole entry, looked up): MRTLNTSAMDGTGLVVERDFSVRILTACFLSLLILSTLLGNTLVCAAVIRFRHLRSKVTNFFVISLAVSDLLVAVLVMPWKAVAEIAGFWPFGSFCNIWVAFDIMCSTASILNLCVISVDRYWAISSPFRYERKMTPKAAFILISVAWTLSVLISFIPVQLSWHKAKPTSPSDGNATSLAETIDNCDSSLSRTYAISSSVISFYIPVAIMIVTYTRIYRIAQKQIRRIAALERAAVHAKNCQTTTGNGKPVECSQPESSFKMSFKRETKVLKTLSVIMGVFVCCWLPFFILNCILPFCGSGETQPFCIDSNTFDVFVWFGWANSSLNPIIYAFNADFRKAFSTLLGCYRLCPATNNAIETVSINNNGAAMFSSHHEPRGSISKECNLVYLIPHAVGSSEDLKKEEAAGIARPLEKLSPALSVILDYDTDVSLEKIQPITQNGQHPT
# TRHR agonist: qHTS for Small Molecule Agonists and Allosteric Enhancers of Human TRH Receptor: Primary Screen for Agonists; 360,000 tested, 0.18% active; TRHR cells, calcium flux fluo-8, FDSS agonist mode; activation, % at 2 µM; also: 0% is about no effect
# Target sequence (P34981 whole entry, looked up): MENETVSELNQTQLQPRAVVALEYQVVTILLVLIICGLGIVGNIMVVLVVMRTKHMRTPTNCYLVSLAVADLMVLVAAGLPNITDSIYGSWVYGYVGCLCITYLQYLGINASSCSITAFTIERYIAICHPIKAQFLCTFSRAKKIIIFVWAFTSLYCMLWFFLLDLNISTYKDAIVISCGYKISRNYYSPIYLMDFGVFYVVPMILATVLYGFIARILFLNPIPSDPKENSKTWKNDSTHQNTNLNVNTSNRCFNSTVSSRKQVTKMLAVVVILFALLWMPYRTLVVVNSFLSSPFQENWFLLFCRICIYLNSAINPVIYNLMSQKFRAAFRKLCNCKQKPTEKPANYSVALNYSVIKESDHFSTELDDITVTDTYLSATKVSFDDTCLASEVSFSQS
#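 TRHR-expressing cells, plated overnight in medium with 10% serum, were loaded with fluo-8 calcium dye at room temperature. After a 10 s baseline, library compound was pin-added and calcium release was recorded kinetically (ex 480/em 530) as agonist response.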
# D1 antag: Antagonist of Human D 1 Dopamine Receptor: qHTS; D(1A) dopamine receptor (Homo sapiens), P21728; activity change, negative = inhibition, % at 10 µM; 360,000 tested, 3.2% active; HEK293 TREx D1 cells, calcium flux, dopamine EC80; hits give low values; in the data active = activity change below about -30%; also: % is scaled to controls: 0 for no effect and ±100 for the full control effect
#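 HEK293 T-REx cells expressing inducible, force-coupled D1 receptor; no-wash Ca dye, 30–90 min RT. Cmpd → 180 s read at 1 Hz → EC80 DA → 180 s read.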
# TRHR PAM: qHTS for Small Molecule Agonists and Allosteric Enhancers of Human TRH Receptor: Primary Screen for Enhancers. Thyrotropin-releasing hormone receptor (Homo sapiens), P34981. TRHR cells, fluo-8 calcium fluorescence, EC20 TRH enhancement. enhancement, % at 2 µM. 360,000 tested, 0.66% active; in the data active = enhancement above about 30%; also: 0% is about no effect
#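 Enhancer read-out: after compound pinning and an initial kinetic agonist-mode read, an EC20 of TRH (10 nM final) was injected and fluo-8 calcium signal (Ex 480/Em 530) followed at 1 s/cycle for 100 cycles in TRHR-expressing cells.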
# D2 potentiator: HTS Assay for Positive Allosteric Modulators of the Human D2 Dopamine Receptor: Primary Screen for Potentiators; D(2) dopamine receptor (Homo sapiens), P14416; HEK293 T-REx D2, calcium flux, EC20 dopamine potentiation; potentiation, % at 10 µM; 340,000 tested, 0.34% active;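 active = potentiation over 3 SD above the plate norm, cut at about 30% in these data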; also: 0% is about no effect
#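 Potentiation of an EC20 dopamine calcium response measured kinetically over 180 s, after a preceding 180 s compound-only read flagging agonists. Cells: inducible Hek293 Trex D2 line, 4000/well, cultured overnight at 30 C before dye loading.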
# D2 ag: HTS Assay for Allosteric Agonists of the Human D2 Dopamine Receptor: Primary Screen for Agonists; D(2) dopamine receptor (Homo sapiens), P14416; HEK293 T-REx D2 cells, calcium flux agonist mode; activation, % at 2 µM; 340,000 tested, 0.53% active; AID 485358, 2010;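 active = activation over 3 SD above normal in the single-dose calcium agonist read, cut at about 30% in these data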; also: 0% is about no effect
#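 Tetracycline-induced HEK293 Trex cells with D2 receptor force-coupled to calcium signaling, plated overnight at 30 C and loaded with no-wash calcium dye. Calcium flux read kinetically for 180 s after compound addition; responses flag agonists.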
# D2 antagonist: HTS Assay for Allosteric Antagonists of the Human D2 Dopamine Receptor: Primary Screen for Antagonists. 340,000 tested, 2% active. D(2) dopamine receptor (Homo sapiens), P14416. AID 485344, 2010. inhibition, % at 10 µM. HEK293 TREx D2 cells, calcium flux, dopamine EC80; in the data active = inhibition above about 30%; also: 0% is about no effect
#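 Inhibition of EC80 dopamine-driven calcium flux, recorded kinetically, defines activity here; cells are a tetracycline-induced HEK293 T-REx line expressing force-coupled D2.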
# D1 ag: Allosteric Agonists of the Human D1 Dopamine Receptor: qHTS | HEK293 T-REx D1 cells, calcium flux, agonist mode | D(1A) dopamine receptor (Homo sapiens), P21728 | AID 504660, 2011 | 360,000 tested, 1% active | activation, % at 2 µM; also: 0% is about no effect
#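 Tetracycline-induced HEK293 TREx D1 cells, force-coupled to calcium signalling, were dye-loaded with a no-wash calcium kit. Compound was pin-added after a 10 s baseline. Fluorescence was read kinetically at 1 cycle/s for 180 s, with calcium rises flagged as agonism.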
# RXFP1 antag: qHTS Assay for Antagonists of the Relaxin Receptor RXFP1. Relaxin receptor 1 (Homo sapiens), Q9HBX9. HEK293-RXFP1, relaxin-stimulated cAMP HTRF, 30 min; hits give low values. activity change, negative = inhibition, % at 57.5 µM. 350,000 tested, 0.59% active;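 active = activity change of -60% or lower, but not beyond a set lower limit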; also: % is scaled to controls: 0 for no effect and ±100 for the full control effect
# Active calls of the source: *; . = not tested or not shown. Rule as the data show it, unless noted: active = activation above about 30%; inactive = the rest.
# Start of the listing, in advance, 5 compounds:
SMILES,D1 potentiator,TRHR agonist,D1 antag,TRHR PAM,D2 potentiator,D2 ag,D2 antagonist,D1 ag,RXFP1 antag
CNc1[nH]ncc1[N+](=O)[O-],14,0.4,11,6,4,-0.2,-33,1,-2
COCCNC(=O)Cn1nc(-c2ccccc2F)ccc1=O,-5,0.1,-21,-1,-2,0.7,-15,4,-15
CC(=O)NC1C(Oc2ccccc2C)OC(CO)C(O)C1O (stereo not drawn),-1,0.3,-2,-3,0,0.5,-3,0,-2
CCCc1cc(=O)oc2cc(OCC(=O)NCCc3c[nH]c4ccccc34)ccc12,-6,0.1,-22,-14,21,-0.8,-12,0,.
CCCCC(CC)CNC(=O)CCCn1c(=O)[nH]c2ccsc2c1=O (stereo not drawn),1,-0.4,-1,-2,25,-2.7,.,-1,.

# Main list (from the top)
SMILES,D1 potentiator,TRHR agonist,D1 antag,TRHR PAM,D2 potentiator,D2 ag,D2 antagonist,D1 ag,RXFP1 antag
CNc1[nH]ncc1[N+](=O)[O-],14,0.4,11,6,4,-0.2,-33,1,-2
COCCNC(=O)Cn1nc(-c2ccccc2F)ccc1=O,-5,0.1,-21,-1,-2,0.7,-15,4,-15
CC(=O)NC1C(Oc2ccccc2C)OC(CO)C(O)C1O (stereo not drawn),-1,0.3,-2,-3,0,0.5,-3,0,-2
CCCc1cc(=O)oc2cc(OCC(=O)NCCc3c[nH]c4ccccc34)ccc12,-6,0.1,-22,-14,21,-0.8,-12,0,.
CCCCC(CC)CNC(=O)CCCn1c(=O)[nH]c2ccsc2c1=O (stereo not drawn),1,-0.4,-1,-2,25,-2.7,.,-1,.
COC(=O)c1ccc(CSc2ncnc3c2nnn3-c2ccc(F)cc2)o1,-6,0.1,-7,-3,1,0.1,-2,6,-1
O=C(CN1C(=O)/C(=C/c2ccccc2)SC1=S)Nc1cccnc1,4,0.7,5,1,1,-0.3,-25,2,-15
COc1ccc(-n2c(COc3ccccc3)nnc2SCC(N)=O)cc1,-1,-0.7,7,2,-14,-1.0,1,2,0
O=C(Cc1ccccc1)N/N=C/c1ccc(Cl)cc1Cl,-1,-0.3,-13,-24,-27,-0.1,-54,6,-6
COCCNc1nnc(SCC(=O)N(C)c2c(N)n(Cc3ccccc3)c(=O)[nH]c2=O)s1,-2,0.6,9,15,11,-0.4,-2,-1,-15
CCOC(=O)C1C(c2ccc(O)c(OCC)c2)NC(=S)NC1(O)C(F)(F)F (stereo not drawn),-2,-0.5,8,2,-2,-0.4,0,4,2
COc1cc(/C=N/N2CCN(c3ccc(Cl)cc3)CC2)cc(OC)c1OC(C)=O,-3,-0.6,-22,12,-11,-0.2,-1,-2,12
O=c1[nH]c(/C=C/c2ccccn2)nc2ccccc12,5,1.6,-9,-1,2,1.1,37*,1,-3
Cc1cc(C)n(-c2cc(N3CCN(S(=O)(=O)c4ccc5ccccc5c4)CC3)ccc2[N+](=O)[O-])n1,1,0.8,-13,1,11,-0.5,9,1,-13
Cc1cccc(-n2c(Cc3cc(=O)[nH]c(=O)[nH]3)nnc2SCC(=O)NCC2CCCO2)c1 (stereo not drawn),-3,0.3,-5,-2,12,-0.4,-5,4,.
Cc1ccc2nc(SCC(=O)NCC3CCCO3)c(C#N)cc2c1 (stereo not drawn),-10,-1.0,-32*,-23,-12,-1.5,41*,1,0
Cn1c2c(c3ccccc31)CC/C2=N\O,-5,0.1,-3,3,5,-0.3,25,4,5
CCOC(=O)c1cnc2c(c(C)nn2C)c1Oc1cc(Cl)cc(Cl)c1,-3,1.0,-7,-11,-14,2.4,4,4,-5
CCS(=O)(=O)Nc1cccc(-c2nc3cccnc3s2)c1,-1,0.3,-16,-5,-2,-0.3,-1,2,-4
O=C(CCc1ccccc1)NC(=S)Nc1ccccc1Br,-5,1.0,.,0,-8,1.5,-9,1,-7
CCN(CC)c1ccc(C2=NNC(=O)CC2C)cc1[N+](=O)[O-] (stereo not drawn),-9,-0.8,-44*,21,10,1.1,14,3,16
CCc1c(C)sc(NC(=O)c2cc(-c3cc(OC)ccc3OC)on2)c1C#N,0,0.7,-6,4,-3,0.9,-6,4,-19
Cc1ccc(OCC(=O)Oc2ccc(C(C)C)cc2)cc1,-2,-0.1,5,6,2,0.7,3,6,-12
FC(F)(F)c1ccc(/C=N/n2c(C3CCCCC3)n[nH]c2=S)cc1,1,1.3,0,10,-7,0.3,-3,2,10

# Only D2 ag, D1 potentiator and TRHR PAM, for 2 of the compounds above:
SMILES	D2 ag	D1 potentiator	TRHR PAM
O=c1[nH]c(/C=C/c2ccccn2)nc2ccccc12	1.1	5	-1
FC(F)(F)c1ccc(/C=N/n2c(C3CCCCC3)n[nH]c2=S)cc1	0.3	1	10

# (listing goes on)
SMILES,D1 potentiator,TRHR agonist,D1 antag,TRHR PAM,D2 potentiator,D2 ag,D2 antagonist,D1 ag,RXFP1 antag
Cc1ccc(NC2=NC(c3ccc(F)cc3)n3c(nc(C)cc3=O)N2)cc1 (stereo not drawn),-3,-0.3,1,9,.,.,.,2,-6
Cc1ccc(CN(CC(=O)N/N=C/c2ccccc2[N+](=O)[O-])S(=O)(=O)c2ccc(C)cc2)cc1,-5,-0.2,1,-3,6,1.0,13,3,-4
O=C(Nc1cccnc1)c1ccc(COc2ccccc2Br)cc1,-3,0.4,-69*,10,-9,0.5,-20,6,-3
COC(=O)c1ccc(C)c(NC(=O)Cn2cnc3ccccc3c2=O)c1,-3,-0.5,3,-5,0,1.0,35*,1,-1
COc1ccccc1OCC(=O)NN=C(Cc1ccccc1)Cc1ccccc1,-1,-1.1,-2,5,-22,0.8,-1,5,15
CCOC(=O)C1CCCN(C(=O)CCC(=O)Nc2ccc3nc(N4CCOCC4)cc(C)c3c2)C1 (stereo not drawn),1,-0.3,-7,12,4,-0.6,6,2,-8
CCOC(=O)C1=C(COC(=O)c2cc(OC)c(OC)c(OC)c2)NC(=O)NC1C (stereo not drawn),-1,1.0,-12,-5,-16,0.2,3,2,3
O=C(O)c1ccc(CS(=O)(=O)c2c(Cl)cccc2Cl)o1,-6,0.6,-4,3,-9,0.9,-6,3,2
CC(C)Nc1nc(-c2cccnc2)nc(-c2ccc(Cl)cc2)c1C#N,6,0.6,4,-4,8,0.7,-17,4,7
Cc1nc2cccnc2n1-c1cccc(C(=O)NCc2cccc(Cl)c2)c1,-3,0.1,0,-11,-7,0.0,.,6,-17
CC(NC(=O)CNC(=S)N(Cc1cccs1)C1CCCC1)c1ccccc1 (stereo not drawn),-2,-0.9,-23,-11,10,-0.9,-2,8,3
Cc1cc(F)ccc1S(=O)(=O)N1CCCOC1CNC(=O)C(=O)NCc1ccncc1 (stereo not drawn),5,-0.5,-3,-3,-2,-0.2,23,-1,-13
CSCCC(NC(=O)c1ccco1)C(=O)NCC(c1ccccc1)N(C)C (stereo not drawn),-2,0.8,13,8,-11,0.2,-28,3,-2
CSc1nc(/C=C2\C=Nc3ccccc32)c(O)n1C,-6,-0.1,-9,6,9,0.6,-2,-1,-16
CC(C)=CC(=O)N1CCCc2ccccc21,-5,-0.5,1,11,2,-0.1,15,3,17
O=C(O)CCS(=O)(=O)Cc1ccccc1F,0,-0.9,-6,13,13,0.0,-3,0,-5
O=C(Nc1ccc(F)cc1)C1CCN(c2nc3ccccc3nc2C(F)(F)F)CC1,-3,1.0,1,-4,-2,0.6,.,8,.
CC(=O)c1ccc(NS(=O)(=O)c2ccc3[nH]c4c(c3c2)CCCC4)cc1,-2,0.5,-8,5,-13,-0.7,.,1,-25
CCOc1ccc(S(=O)(=O)Nc2cccc(C(=O)N3CCN(c4cccc(OC)c4)CC3)c2)cc1,0,-0.4,-18,-3,.,.,.,4,1
O=C(CCCCn1c(=O)[nH]c2ccccc2c1=O)N1CCN(c2ncccn2)CC1,-2,-0.3,-4,3,3,-1.0,0,-3,.
COc1ccc(C)cc1NS(=O)(=O)c1cc2c3c(c1)CC(=O)N3CCC2,-4,0.3,.,-1,2,2.1,.,-1,-25
CSc1nc2nc(-c3ccccc3)cc(C(F)(F)F)n2n1,0,0.6,-17,-3,4,-0.1,-1,5,0
CCOC(=O)c1ccc(N2C(=O)c3n[nH]c(-c4cccs4)c3C2c2ccc(C)cc2)cc1 (stereo not drawn),2,-0.3,2,4,-5,0.5,.,1,.
COC(=O)C/C(N)=C(\C#N)C(=O)OC,-2,-0.4,7,5,-4,0.8,0,2,1
O=C(N/N=C1/CCc2ccccc21)C1CC1,-4,-1.0,4,0,3,-3.3,2,0,-14
O=C(Nc1nc(-c2cccc(Br)c2)cs1)Oc1ccccc1,-6,0.2,6,-10,6,.,.,2,16
CCc1sc(Nc2cccc(Cl)c2)nc1-c1cc2cccc(OC)c2oc1=O,-2,0.2,-3,-3,-2,0.4,.,-1,-4
COC(=O)c1ccc(Cl)c(NC(=O)CSc2ncn[nH]2)c1,-4,0.8,-1,-2,.,0.7,-5,-1,-14
Cc1ccc(N(CC(=O)NC(C)c2ccccc2)S(=O)(=O)c2c(C)n[nH]c2C)cc1 (stereo not drawn),-2,-0.1,26,-10,.,.,.,2,38
COC(=O)c1ccc(C2/C(=C(/O)c3ccc(OC)cc3)C(=O)C(=O)N2Cc2ccco2)cc1 (stereo not drawn),0,-0.1,8,-3,-8,-1.2,-7,2,5
O=C(Nc1ccccc1)c1ccccc1CC[N+](=O)[O-],-2,-0.3,9,-2,1,-0.1,-7,2,-11
O=C(c1cc(COc2ccc(F)cc2Cl)on1)N1CCCC(c2ccccc2)C1 (stereo not drawn),-2,4.7,-3,-2,1,7.1,-17,25,-5
CN(C)c1ccc(C(CC(=O)O)NC(=O)c2ccc(Cl)cc2)cc1 (stereo not drawn),-1,-1.1,0,-18,0,-0.3,-2,7,-7
CCCCCN(C(=O)CCC(=O)OCC(=O)N1CCCCC1)c1c(N)n(CCCC)c(=O)[nH]c1=O,0,0.7,0,0,2,2.0,-9,3,2
CCCC(C)c1nnc(NC(=O)C2CC(=O)N(CCc3ccc(F)cc3)C2)s1 (stereo not drawn),-2,0.0,3,0,.,.,.,-1,-15
O=C(Nc1ccccc1OCc1ccccc1)c1ccccc1Br,-7,0.2,-26,-12,2,1.1,-18,6,-7
O=C(COc1ccccc1)Nc1ccc2nc(SCCOc3ccccc3)sc2c1,3,1.6,-31*,-1,-8,2.7,.,7,.
